Arrestin-AP2 inh: inhibitors of beta-arrestin/AP2 binding, primary screen, biochemical, GPCR trafficking, flow cytometry | actives 0.31% (n = 340,000) | inhibition, % at 10 µM | FITC-arrestin peptide / GST-AP2 beads; AP2 beta2 appendage carries R879A mutation;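 active = inhibition above a set limit, near 3 SD of compounds lacking own fluorescence, cut at about 54% in these data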;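 also: plate controls were DMSO wells for no effect and 5 µM unlabelled arrestin peptide for full effect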
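System: GST-AP2 R879A glutathione beads | Also added: FITC-arrestin peptide, 50 nM | Times: 12 min plus 1 h, RT | Signal: Bead flow cytometry, FITC channel | Buffer or medium: PBS with 0.05% Tween 20 and 0.1% BSA | Read-out basis: Percent drop in bead-associated FITC signal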
DSG3 Ab inh: inhibitors of pemphigus antibody binding to DSG3, primary screen, biochemical, bead-based, flow cytometry, scFv-GFP; DSG3-coupled beads, scFv-anti-DSG3-GFP binding; hits give low values; AID 588358, 2011; actives 0.48% (n = 310,000); Desmoglein-3 (Homo sapiens), P32926; binding (percent of control), % at 10 µM;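 active = binding more than 3 SD below its plate's average and above zero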;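 also: hits lower antibody fragment binding to DSG3; some compounds called inactive have numbers as strong as hits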
MOR-DOR inv ag: inverse agonists of MOR-DOR heterodimerization, primary screen, cell-based, luminescence; actives 0.21% (n = 340,000); inhibition, % at 9.3 µM; cell-based MOR-DOR heterodimer luminescence, inverse agonism; Mu-type opioid receptor (Homo sapiens) + Delta-type opioid receptor (Homo sapiens), …; in the data active = inhibition above about 22%, passing the limit was not always enough;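 also: 0% = cells with DMSO and 100% = wells without cells with DMSO; values of inactives mirror those of a sister screen read the other way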
Target sequence (P35372 whole entry, looked up): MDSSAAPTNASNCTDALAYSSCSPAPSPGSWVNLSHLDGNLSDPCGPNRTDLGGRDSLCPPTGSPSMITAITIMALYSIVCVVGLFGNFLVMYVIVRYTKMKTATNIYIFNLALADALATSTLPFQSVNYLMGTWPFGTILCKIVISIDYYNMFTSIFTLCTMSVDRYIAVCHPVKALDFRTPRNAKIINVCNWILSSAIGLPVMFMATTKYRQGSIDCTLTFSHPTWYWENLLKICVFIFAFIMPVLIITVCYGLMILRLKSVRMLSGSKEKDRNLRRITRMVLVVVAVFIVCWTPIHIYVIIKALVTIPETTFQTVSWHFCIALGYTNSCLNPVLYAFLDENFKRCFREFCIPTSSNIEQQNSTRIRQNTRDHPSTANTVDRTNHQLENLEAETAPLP
Target sequence (P41143 whole entry, looked up): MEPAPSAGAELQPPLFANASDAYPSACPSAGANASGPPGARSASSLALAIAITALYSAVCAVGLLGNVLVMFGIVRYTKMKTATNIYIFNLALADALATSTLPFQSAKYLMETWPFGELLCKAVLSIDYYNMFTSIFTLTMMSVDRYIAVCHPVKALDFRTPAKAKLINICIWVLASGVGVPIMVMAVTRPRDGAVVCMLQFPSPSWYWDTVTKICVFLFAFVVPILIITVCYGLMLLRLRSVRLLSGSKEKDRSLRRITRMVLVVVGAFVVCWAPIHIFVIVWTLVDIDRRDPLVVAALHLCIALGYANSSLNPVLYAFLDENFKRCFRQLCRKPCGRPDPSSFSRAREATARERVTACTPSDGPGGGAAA
Keap1 Nrf2 FP: Keap1-Nrf2 protein-protein interaction inhibitors, primary screen, biochemical, fluorescence polarization, single point. actives 0.15% (n = 340,000). Keap1 Kelch-Nrf2 peptide fluorescence polarization, 1536-well. Kelch-like ECH-associated protein 1 (Homo sapiens), Q14145. AID 504523, 2011. inhibition, % at 9.4 µM; in the data active = inhibition above about 12%;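 also: human Keap1 Kelch domain with fluorescein labeled Nrf2 9mer peptide probe; 0% = neutral control wells and 100% = peptide positive control; higher means more block of Keap1 binding to Nrf2 peptide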
cardiac RTF act: cardiac RTF calcium sensitivity activators, primary screen, biochemical, IANBD-TnC fluorescence, EC20 calcium. Troponin I, cardiac muscle (Homo sapiens) + Troponin T, cardiac muscle (Homo sapiens) + …. IANBD-labeled TnC RTF fluorescence at EC20 calcium; 0% EC20 calcium, 100% full calcium. activation, % at 7.2 µM. actives 0.24% (n = 340,000);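 active = activation above the mean over all tested compounds plus 3 SD, cut at about 30% in these data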;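 also: rise in fluorescence read as greater calcium sensitivity of cardiac thin filaments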
Cardiac RTF inh: cardiac RTF calcium sensitivity inhibitors, primary screen, biochemical, IANBD-TnC fluorescence, EC70 calcium; inhibition, % at 7.15 µM; IANBD-labeled cardiac RTF, Ca2+ fluorescence; actives 0.12% (n = 340,000); Troponin I, cardiac muscle (Homo sapiens) + Troponin T, cardiac muscle (Homo sapiens) + …;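 active = inhibition above the mean inhibition of all tested compounds plus 3 SD, cut at about 17% in these data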;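 also: assay run at fixed EC70 calcium of 1.6 mM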
V-ATPase pH: regulators of yeast V-ATPase proton pumping, primary screen, pHLuorin cytosolic pH fluorescence | S. cerevisiae | response, % at 10 µM | actives 0.37% (n = 350,000); in the data active = response mostly above about 7.3%, no sharp cut-off; inactive = mostly below about 5.4%; also: actives read high; inactives centre near 0; some compounds called inactive have numbers as strong as hits; reference of the scale not given here
C-LANA FP: inhibitors of KSHV C-LANA binding to DNA, primary screen, biochemical, fluorescence polarization, FAM-LBS DNA, MBP-C-LANA, single point; Kaposi's sarcoma herpesvirus LANA C-terminal domain (residues 932-1162) DNA binding; inhibition, % at 9 µM; AID 504423, 2011; actives 0.078% (n = 340,000);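 active = highest replicate inhibition at or above 60% at 9 µM, even if other replicates fall short; inactive = all replicates below 60% inhibition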;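 also: 0% = neutral control wells and 100% = 4 µM acridine orange control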
OPRM1-OPRD1 ag: agonists of OPRM1-OPRD1 heterodimerization, primary screen, cell-based, luminescence; actives 0.3% (n = 340,000); activation, % at 9.3 µM; cells; in the data active = activation above about 18%;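 also: 0% = vehicle-treated cells and 100% = reference agonist; values of inactives mirror those of a sister screen read the other way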
Wnt act: Wnt/beta-catenin pathway activators, primary screen, cell-based, plate reader, single point. Wnt/beta-catenin reporter cell assay, activator. activation, % at 9.35 µM. actives 1.2% (n = 300,000). AID 743398, 2014; in the data active = activation above about 30%, passing the limit was not always enough;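 also: 0% = neutral control wells and 100% = positive control wells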
An asterisk follows results filed as active; / = not tested or not shown. Random draw from the library (roughly 3.1% active in at least one column).

Arrestin-AP2 inh	DSG3 Ab inh	MOR-DOR inv ag	Keap1 Nrf2 FP	cardiac RTF act	Cardiac RTF inh	V-ATPase pH	C-LANA FP	OPRM1-OPRD1 ag	Wnt act	SMILES
3	100	1	-4	1	-1	0	1.1	-0.1	-2	CCN(c1ccccc1)S(=O)(=O)c1ccc(C(=O)Nc2ncccc2C)cc1
1	110	-3	-4	13	12	1	3.7	0.6	-2	Cc1ccc(S(=O)(=O)N(C)C)cc1NC(=O)c1ccc(OC(F)(F)F)cc1
-1	100	16	2	0	6	7	0.1	-3.2	-3	O=C(CSc1nc(=O)n2ccccc2n1)Nc1ccc2c(c1)OCO2
-5	/	8	-4	5	-1	1	-0.6	-1.7	-2	O=C(COC(=O)c1ccc(O)cc1)NCCCc1ccccc1
-3	100	-32	1	-1	-2	1	1.0	5.3	/	CCOc1cc(/C=N\NC(=O)c2ccc(NC(=O)C(C)(C)C)cc2)ccc1OC(=O)c1cccc(C)c1
7	106	2	-7	-3	5	-1	1.4	-0.5	3	CCOC(=O)[C@H]1[C@H]2COc3ccc(Br)cc3[C@@H]2N2C(=O)c3cc(F)c(F)cc3NC(=O)[C@@]12C
5	106	6	0	0	0	-1	0.1	-1.2	-1	Cc1cc(C)c2c(N)c(C(=O)NN3CC(=O)N(c4cccc(Cl)c4)CC3=O)sc2n1
16	104	12	1	1	-5	3	-0.9	-2.4	/	COc1ccc(N2CCN(C(=O)CCNS(=O)(=O)c3ccc4c(c3)CCC(=O)N4)CC2)cc1
10	98	2	4	4	-12	0	-0.3	-0.3	/	Cc1ccc(C(=O)N2CCCCCC2)cc1Br
18	108	6	1	5	0	5	0.3	-1.1	0	COc1ccc(N2CCN(C(=O)CCC(=O)N3CCOc4ccc(Cl)cc43)CC2)cc1

(more compounds)
Arrestin-AP2 inh	DSG3 Ab inh	MOR-DOR inv ag	Keap1 Nrf2 FP	cardiac RTF act	Cardiac RTF inh	V-ATPase pH	C-LANA FP	OPRM1-OPRD1 ag	Wnt act	SMILES
21	86	11	3	1	-5	-1	-1.5	-2.2	-5	C=CC(=O)Nc1ccc(Br)cc1
7	105	-1	-3	1	0	-5	2.9	0.1	0	CC(OC(=O)c1ccc(S(=O)(=O)NCc2ccco2)cc1)C(=O)Nc1ccc(Cl)cn1 (centres undefined)
-7	98	11	2	-6	-9	-3	-12	-2.3	-5	COc1ccc(NC(=S)N2CCN(CCN3C(=O)c4cccc5cccc(c45)C3=O)CC2)cc1
-3	104	8	-3	-3	-5	1	0.2	-1.6	-1	CC(O)CO (centres undefined)
31	108	0	1	3	-12	1	0.1	-0.1	-2	N#Cc1c(C(F)(F)F)cc(-c2cccs2)nc1SC(C(=O)O)c1ccccc1 (centres undefined)
31	99	8	-2	2	-1	-2	-1.9	-1.5	/	COCCCNCCOCCOc1c(OC)cccc1OC
-2	100	2	2	3	-4	-5	0.5	-0.4	/	Cc1cc(Nc2ccccc2)n(C(=O)c2ccc(Cl)cc2)n1
-2	106	6	2	6	-8	3	-0.1	-1.1	-7	CCCn1c(SCC(=O)NC(C)(C)C)nnc1-c1ccco1
-18	98	11	2	-3	2	-4	1.5	-2.1	1	O=C(COc1ccc(Br)cc1)Nc1ccccc1C(=O)N1CCOCC1
6	/	9	1	1	8	-1	-2.4	-1.7	-2	CCN(CC)S(=O)(=O)c1ccc(N2CCOCC2)c(NS(=O)(=O)c2ccc(C)c(C)c2)c1

More entries
Arrestin-AP2 inh	DSG3 Ab inh	MOR-DOR inv ag	Keap1 Nrf2 FP	cardiac RTF act	Cardiac RTF inh	V-ATPase pH	C-LANA FP	OPRM1-OPRD1 ag	Wnt act	SMILES
-6	100	-2	-5	6	-10	0	8.5	0.4	/	C=CCOn1c(=O)c(-c2cc3ccccc3o2)[n+]([O-])c2ccccc21
9	/	16	1	8	-1	1	0.0	-2.9	/	CCOCCCNC(=O)C(c1ccc(Cl)cc1)N1CCN(C(=O)c2ccco2)CC1 (centres undefined)
-1	96	17	1	-2	-2	0	0.6	-3.2	2	CN(CC(=O)Nc1cccc(F)c1)C(=O)c1sccc1-c1ccccc1
1	102	10	0	-7	-1	0	0.1	-1.5	12	NC(=O)C1CCN(C(=O)CSc2ccsc2[N+](=O)[O-])CC1
21	96	7	1	1	-2	-2	-0.1	-1.6	-4	COc1cccc(NC(=O)c2ccc(N3C(=O)C4CC=C(C)CC4C3=O)cc2)c1 (centres undefined)
37	102	14	-1	-5	1	0	3.0	-3.0	-1	CN(C(=O)c1cccc(NC(=O)Cc2cccc(NC(=O)C3CCN(C(=O)c4ccccc4)CC3)c2)c1)C1CCCC1
-2	99	8	-1	2	-3	-1	0.1	-1.6	-1	Cc1ccc(S(=O)(=O)N(CCCN2CCCC2=O)Cc2cc3c(C)ccc(C)c3[nH]c2=O)cc1
0	95	9	-5	-3	0	-2	50	-1.8	/	CCOC(=O)CSC1=C(C#N)C(c2ccc(C)cc2)C(C(=O)OC)C(=O)N1 (centres undefined)
-5	100	4	-8	1	-11	3	-0.5	-0.7	23	O=C(CSc1nnc2ccccn12)c1ccccc1
11	105	10	-1	3	6	10	-0.6	-1.7	8	Cn1c(=O)c(C(=O)Nc2ncccc2O)c(O)c2ccccc21

(continued)
Arrestin-AP2 inh	DSG3 Ab inh	MOR-DOR inv ag	Keap1 Nrf2 FP	cardiac RTF act	Cardiac RTF inh	V-ATPase pH	C-LANA FP	OPRM1-OPRD1 ag	Wnt act	SMILES
-1	105	9	-3	-3	-5	3	0.5	-1.7	-2	C=C1CCC(C)C(C)(CCC2=CCOC2=O)C/C=C\C=C/1C(=O)O (centres undefined)
7	/	-2	-6	-7	-14	-1	1.4	0.3	0	COc1cc(-c2cn[nH]c2N)cc(OC)c1OC
11	100	13	1	0	-4	-2	0.3	-2.7	-3	CN1OC[C@@H]2CN(Cc3cc(Cl)cc(Cl)c3)[C@H](c3cccc(-c4ccccc4)c3)C[C@@H]21
-3	92	5	-1	2	-20	-3	-1.7	-1.1	/	COC(=O)c1ccc(Oc2coc3cc(OCc4ccc([N+](=O)[O-])cc4)ccc3c2=O)cc1
0	/	7	-2	2	-8	-2	-2.3	-1.4	/	COc1ccc2c(-c3cc4ccc(OCc5ccc(F)cc5)cc4oc3=O)cc(=O)oc2c1
-14	111	8	-1	3	-6	-3	2.4	-1.8	2	COc1ccc(OC)c(/C=N/Nc2nc(C)cc(=O)[nH]2)c1
-5	91	5	2	-1	-12	1	-2.9	-0.8	0	CC(=O)c1cccc(NC(=O)N2CCCC2C(=O)NCCC(C)C)c1 (centres undefined)
22	113	-5	7	-4	-4	2	-0.2	0.9	4	COc1ccc(C(=O)N/N=C/c2c(C)nn(-c3ccccc3)c2OC)cc1
-12	105	4	5	0	5	-1	1.1	-0.7	-2	Cc1cc(-c2ccc(NC(=O)[C@@H]3CCCC[C@@H]3C(=O)O)c(C)c2)ccc1NC(=O)[C@@H]1CCCC[C@@H]1C(=O)O
-3	108	22	4	-1	7	-2	-0.9	-4.6	-3	CC(Sc1nnc(-c2ccco2)n1C)C(=O)N(C)C1CCCCC1 (centres undefined)

Additional entries follow:
Arrestin-AP2 inh	DSG3 Ab inh	MOR-DOR inv ag	Keap1 Nrf2 FP	cardiac RTF act	Cardiac RTF inh	V-ATPase pH	C-LANA FP	OPRM1-OPRD1 ag	Wnt act	SMILES
-1	98	14	-4	1	-2	3	1.6	-2.3	-2	Cc1nc2c(cnn2-c2ccccc2Cl)c(=O)n1-c1ccc(N2CCC(C)CC2)cc1
7	98	4	4	4	-9	-1	2.3	-1.0	/	CCCS(=O)(=O)Nc1cc(C(F)(F)F)ccc1OCCOC
-5	108	5	-3	-1	-10	-4	-0.2	-0.9	0	S=C(c1cccs1)N1CCCC1
-5	105	-78	1	4	-3	-2	2.8	16	0	CCOC(=O)c1c(CN(C)C)n(C)c2c(O)c(N=NC(N)=O)c3ccc(Br)cc3c12
19	111	/	/	/	/	-3	/	/	7	OCCCNc1nc(-c2ccccc2)c2cc(Cl)ccc2n1
-1	176	12	-3	0	-9	-1	-1.6	-2.5	-3	Cc1noc(C)c1NC(=O)Nc1ccc2c(c1)C(=O)N([C@@H](C)CO)C[C@@H](C)[C@@H](CN(C)Cc1ccc3c(c1)OCO3)O2
19	103	4	-3	-3	1	0	2.7	-0.8	-2	O=C(Nc1nnc(-c2ccncc2)o1)C1CCCCC1
10	84	6	2	4	-19	3	-2.3	-1.2	41*	Cn1cccc1/C=C1\SC(=O)N(c2ccccc2)C1=O
23	129	25	2	1	-8	1	-0.9	-4.6	0	O=C(Cn1cc(C(F)(F)F)cc(Cl)c1=O)NCCc1ccccc1
-9	104	13	-2	3	0	3	-0.2	-2.3	1	CC(C)OCCCNC(=O)CCc1nc(-c2ccccc2)no1
4	107	5	-5	-11	-8	-3	-0.1	-0.8	-2	COc1cc(OC)c(-c2nnc(-c3ccc(OC)c(OC)c3OC)o2)cc1OC
1	102	0	-7	7	-15	3	0.8	0.1	0	CCOC(=O)c1[nH]c2ccccc2c1NC(=O)c1ccc(S(=O)(=O)N(C)C)cc1
8	84	-7	1	-6	12	0	6.3	1.0	-5	NC(=O)COc1ccc(-n2cnnn2)cc1

From PubChem
